Bioassay records: PubChem, several laboratories
EP2 antag = EP2 receptor (human) inhibition | P43116 | C6 glioma cells expressing human EP2, cAMP TR-FRET; cells stimulated with saturating PGE2 | inhibition, % at 25 µM | 260,000 compounds, 0.52% hits;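 active means percent inhibition above 40 after rounding to a whole number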;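 further: rat C6 glioma host cells with rolipram phosphodiesterase inhibitor present; the protocol text gives 20 µM as final concentration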
Target sequence (P43116 whole entry, looked up): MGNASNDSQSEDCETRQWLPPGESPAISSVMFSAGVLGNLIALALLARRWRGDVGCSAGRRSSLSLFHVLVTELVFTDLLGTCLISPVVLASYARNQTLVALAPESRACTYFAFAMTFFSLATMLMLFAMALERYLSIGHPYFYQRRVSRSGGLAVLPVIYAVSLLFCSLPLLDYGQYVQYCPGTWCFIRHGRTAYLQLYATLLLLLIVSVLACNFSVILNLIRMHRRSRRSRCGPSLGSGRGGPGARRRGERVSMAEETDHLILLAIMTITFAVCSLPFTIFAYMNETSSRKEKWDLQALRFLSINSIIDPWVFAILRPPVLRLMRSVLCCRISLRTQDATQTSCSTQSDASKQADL
EP2 modulator = EP2 receptor (human) modulation; induction, % at 25 µM; P43116; 260,000 compounds, 0.83% hits; EP2-expressing cells, cAMP HTRF FRET, PGE2 co-stimulation;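 active means compounds whose cAMP rise, as percent of the full-agonist control response, exceeds 60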;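 further: rat C6 glioma line stably carrying human EP2 under a CMV promoter; the protocol text gives 20 µM as final concentration; 100% = response of wells given 1 µM PGE2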
Tb hexokinase = T. brucei hexokinase 1 inhibition. 220,000 compounds, 0.11% hits. recombinant TbHK1, G6PDH-coupled NADH A340. inhibition, % at 10 µM;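 active means inhibition of 50% or more in the single-dose primary screen; inactive means inhibition below 50%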
14-3-3 Bad PPI = disrupts binding of bovine 14-3-3 zeta to phospho-Bad peptide | TR-FRET 14-3-3zeta/Dy647-pBad peptide displacement, 1 h | 220,000 compounds, 0.71% hits | inhibition, % at 21.7 µM | P63103;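 active means inhibition above about 70%, limit read from the data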;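 further: 0% = full 14-3-3 plus peptide FRET controls and 100% = background without 14-3-3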
eIF4E-4G inh = eIF4E/eIF4G interaction inhibition in translation initiation; TR-FRET eIF4E-eIF4GI(517-606) binding, 2 h; inhibition, % at 21.7 µM; 220,000 compounds, 0.37% hits;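 active means inhibition above about 30%, limit read from the data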;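 further: 0% = full FRET control wells and 100% = background wells lacking eIF4GI fragment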
zVAD death inh = L929 zVAD cell death inhibition. 220,000 compounds, 0.38% hits. viability rescue, % at 10 µM. AID 1377. L929 zVAD necroptosis rescue, ATP luminescence, 24 h; with zVAD 60 µM;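 active means activation, scaled between plate controls, above about 75%, limit read from the data; inactive means activation under that limit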;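 further: 0% = zVAD with DMSO and 100% = DMSO alone without zVAD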
Hck-Nef inh = human Hck-Nef kinase inhibition; P08631; inhibition, % at 20 µM; Recombinant Hck-YEEI plus Nef, Z-Lyte FRET kinase assay; 220,000 compounds, 0.68% hits;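 active means Hck-Nef kinase inhibition above about 50%, limit read from the data; inactive means inhibition below that limit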;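 further: 0% = DMSO with Hck plus Nef and 100% = Hck alone without Nef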
Target sequence (P08631 whole entry, looked up): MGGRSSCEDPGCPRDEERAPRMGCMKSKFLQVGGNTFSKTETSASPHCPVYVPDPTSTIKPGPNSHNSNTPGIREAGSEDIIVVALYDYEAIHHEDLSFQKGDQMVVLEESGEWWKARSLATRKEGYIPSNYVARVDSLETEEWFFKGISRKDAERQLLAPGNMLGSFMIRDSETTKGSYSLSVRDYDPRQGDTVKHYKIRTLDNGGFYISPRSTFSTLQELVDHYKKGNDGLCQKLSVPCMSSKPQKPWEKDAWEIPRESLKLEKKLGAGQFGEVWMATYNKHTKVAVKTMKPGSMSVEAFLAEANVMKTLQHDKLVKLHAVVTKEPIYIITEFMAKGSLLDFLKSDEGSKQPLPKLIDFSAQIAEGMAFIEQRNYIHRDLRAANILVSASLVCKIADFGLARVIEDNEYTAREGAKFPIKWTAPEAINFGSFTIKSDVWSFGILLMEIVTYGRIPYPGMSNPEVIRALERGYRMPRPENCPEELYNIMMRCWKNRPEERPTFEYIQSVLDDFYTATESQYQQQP
m-calpain inh = blocks pig calpain II enzyme activity | inhibition, % at 16 µM | 220,000 compounds, 0.37% hits | AID 1236 | purified calpain II, fluorogenic peptide substrate, 30 min;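 active means inhibition above about 50%, limit read from the data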
Rad51 HR inh = Rad51 (human) homologous recombination inhibition | Q06609 | hRad51 DNA strand exchange, fluorescence dequenching | inhibition, % at 10 µM | 200,000 compounds, 0.085% hits;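 active means inhibition above 40% at the single screening dose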;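 further: 0% = DMSO control wells and 100% = blanks with heterologous ssDNA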
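System: human Rad51 nucleoprotein filaments preassembled on unlabelled ssDNA. Reagent: labelled 47-mer dsDNA for strand exchange. Schedule: 30-min compound preincubation and 15-min exchange, both room temperature. Measured by: FRET fluorescence dequenching, excitation 485 nm, emission 520 nm. Read-out: Fluorescence-based percent inhibition, control- and blank-normalised. Benchmarks: plate controls and plate blanks.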
Numbers without * were called inactive; i = inactive; / = no result given; & = joins results of further samples; [ ] = remark or other dose. This is a subset. The share of hits here may be higher or lower than overall.

SMILES	EP2 antag	EP2 modulator	Tb hexokinase	14-3-3 Bad PPI	eIF4E-4G inh	zVAD death inh	Hck-Nef inh	m-calpain inh	Rad51 HR inh
COc1ccc(NC(=O)CN2CCN(CC(=O)Nc3ccccc3Cl)CC2)c(OC)c1	6	-37	-5	-9	-4	-0.4	0	-46	5
Cc1ccc(CNC(=O)c2ccccc2SCC(=O)NCC2CCCCC2)cc1	6	-13	26	11	-2	0.6	3	5	10
CN1CCN(C(=O)c2cc(-c3cccc(Cl)c3)on2)CC1	/	-14	-5	7	-3	9.2	0	-6	/
Cc1c(C(=O)N2CCN(c3ccccc3F)CC2)sc2ncn(CC(=O)N3CCOCC3)c(=O)c12	/	-3	-3	4	7	-0.2	-1	-11	/
O=C(CCn1cccc1)NCc1ccc2c(c1)OCO2	9	21	3	3	2[fluorescence artefact?]	-0.6	-1	-121	-6
O=[n+]1cc(-c2ccccc2)n([O-])c2c1CCCCC2	6	11	-5	5	-1	1.4	0	22	-8
O=C(NCCC1=CCCCC1)C(=O)NCC1OCCCN1S(=O)(=O)c1ccc(F)cc1 (stereo not drawn)	3	5	-7	1	4	-0.2	-9	35	/
Cc1ccc(Oc2c(CO)c(-c3ccccc3)nn2C)cc1	9	-22	-3	-12	-1	0.4	22	-10	2
COc1ccccc1NC1=C(C)C(=O)CC1	11	5	-3	-1	-1	-0.2	0	-30	/
O=C(Nc1ccc2ccccc2c1)[C@@H]1C[C@H]1[C@@H](NP(=O)(c1ccccc1)c1ccccc1)c1ccccc1	5	44	-3	-9	13	1.9	-9	-56	-5
CCC(=O)Oc1ccc2c(C)cc(=O)oc2c1C	/	25	3	8	0	-2.7	54*	i	/
Cc1cc2c(c(=O)n1C)C(C(C)C)C(C#N)=C(N)O2 (stereo not drawn)	/	-9	-1	5	-2[fluorescence artefact?]	0.2	0	-16	/
CCOC(=O)c1c(C)[nH]c(C(=O)C(C)Cl)c1C (stereo not drawn)	8	-4	-11	-8	1	3.9	24	-7	-1
CCOC(=O)N/N=C/c1cn(Cc2ccccc2Cl)c2ccccc12	13	-19	21	-15[fluorescence artefact?]	-1	2.4	3	-2	2
CCn1c(C)cc(/C=C2/NC(=O)N(c3ccccc3)C2=O)c1C	18	-12	-16	0	4	-0.1	1	-56	0
Cc1nn(-c2ccccc2)c2nc(-c3ccccc3)cc(C(=O)N3CCOCC3)c12	8	44	-17	15	1	4.4	13	-71	-9
Cc1cc(C(=O)N2CCOCC2)ccc1[N+](=O)[O-]	3	29	-2	-15	1	4.2	25	-42	-428
O=C1CN(C(=O)OCc2ccccc2)c2ccccc2N1	17	19	4	-3	-2	-0.5	-14	-9	3
COC(=O)CNC(=O)COc1ccccc1	9	5	5	-14[fluorescence artefact?]	-2	0.0	-19	15	5
Cc1noc(C)c1C(=O)NCCc1ccc(Cl)cc1	-1	-5	2	-10	-7	-0.1	1	-3	-3
O=C(c1cccc([N+](=O)[O-])c1)N1CCN(Cc2ccc3c(c2)OCO3)CC1	1	3	2	-8	1	-0.1	21	18	-4
CCOC(=O)c1csc(NC(=O)c2ccc(C#N)cc2)n1	4	-1	-3	-11	2	8.6	18	-2	-13
CCN(CC)C(=O)CSc1ccccc1N	15	-1	35	-6	3	0.0	2	16	-10
Cc1cccc(N(CC(=O)NCc2ccco2)C(=O)CCC(=O)Nc2ccccn2)c1	18	-8	-1	4	3	0.7	-4	8	-6
CCCCCCCCCCSc1n[nH]c(N)n1	14	18	14	-4[fluorescence artefact?]	4[fluorescence artefact?]	1.9	4	16	-63
COc1cc2nc(NCCCN3CCN(C)CC3)n3nc(-c4ccccc4)nc3c2cc1OC	12	-12	-29	12	10	-2.7	0	-165	23
CCOc1ccc(OCC(=O)Nc2ccc(S(=O)(=O)Nc3cc(C)nc(C)n3)cc2)cc1	17	-1	26	0	3	0.0	7	-38	-8
Cc1cc2c(c(=O)n1CCN(C)C)C(c1ccc(Cl)cc1)C(C#N)=C(N)O2 (stereo not drawn)	9	-5	6	-11	-1	-0.1	2	11	1
O=C(NCc1ccccn1)NC1CCCCC1	6	20	1	-16	-10	0.3	1	13	-4
CCc1ccc(NC(=O)Cc2cn(C)c3ccccc23)cc1	8	-7	-4	8	1	-0.1	-2	7	2
Clc1ccc(CNc2cnccn2)cc1	5	14	-7	-5	0	-1.3	18	-324	7
COc1ccc(C(=O)N2c3ccc(F)cc3CCC2C)cc1OC (stereo not drawn)	9	-12	3	11	-3	-0.2	12	-3	1
S=C(NCCCN1CCOCC1)N1CCN(c2nc(-c3ccc(Cl)cc3)cs2)CC1	14	-97	-9	-18	-3	15	31	-147	-4
O=C(NNS(=O)(=O)c1ccc(Cl)cc1)C1CCN(Cc2ccccc2)CC1	5	18	2	-3	-8	-0.1	1	-6	5
FC(F)(F)c1nnc(-c2ccccc2)nc1Oc1ccccc1	3	49	-4	17	5	-0.2	0	-14	-7
O=C(Oc1cccc(NC(=O)c2ccco2)c1)c1cccc(S(=O)(=O)N2CCCC2)c1	4&4	-12&-40	1	-14	-21	1.7	0	15	-12
N/C(=N\OC(=O)COc1ccccc1)c1ccccn1	14	17	18	-12	1	0.3	2	5	/
COc1ccc(-c2[nH]nc3oc(=O)cc(C)c23)cc1	19	25	-23	-11	9	0.3	-2	i	2
Cc1ccsc1/C=C(\C#N)C(=O)Nc1c(C)n(C)n(-c2ccccc2)c1=O	4	16	-36	5	0	-0.5	4	9	/
CCOC(=O)NCc1ccc2c(c1)OCO2	17	33	5	7	-4	-0.2	3	-9	-6
Cn1c(=O)c2c(n(Cc3ccccc3)c1=O)NC(=O)C2CC(=O)N1CCc2ccccc2C1 (stereo not drawn)	9	14	-5	5	-6	1.7	-8	-12	-8
Cc1ccccc1NC(=S)N(CCCN1CCC(C)CC1)Cc1ccco1	22	-4	2	-16	-6[fluorescence artefact?]	-0.5	2	-6	-3
CCCCn1c(SCc2ccccn2)nc2c1c(=O)n(C)c(=O)n2C	6	20	4	3[fluorescence artefact?]	2	-0.2	-1	-15	-11
Cc1c(NC(=O)c2ccc(N3CCCC3)c([N+](=O)[O-])c2)cccc1-c1nc2ccccc2s1	/	-3	-7	3	-5	2.5	2	-25	2
COCCNc1c(-c2ccc(OC)cc2)nc2ccc(Cl)cn12	6	6	-17	-19	5	-0.3	18	-130	6
COc1ccccc1NCCC(=O)OCC(=O)NCc1ccco1	8	8	4	-2	9	0.5	1	-138	5
Cc1nc2c(c(C)c1C#N)C(=O)c1ccccc1-2	8	18	13	-13[fluorescence artefact?]	3	-0.4	5	6	1
CCOc1ccccc1NC(=O)CSc1c(C)n[nH]c1C	12	24	6	0[fluorescence artefact?]	2	0.3	7	4	-2
CN1/C(=C\C(=O)c2cccs2)C(C)(C)c2ccccc21	4	-6	-8	-6	17	0.2	10	6	-2
Cc1ccc(S(=O)(=O)N2CCN(C3CC(=O)N(CCc4ccccc4)C3=O)CC2)cc1C (stereo not drawn)	5	6	-11	-8	-2	-0.3	-1	-33	-2
Cc1cc([N+](=O)[O-])c2c(c1C)C1C=CCC1C(c1ccccn1)N2 (stereo not drawn)	6	45	-6	-7	4	1.1	19	-39	-4
COc1cccc(COc2ncnc3sccc23)c1	5	5	0	-6	-2	0.0	20	9	4
Cc1[nH]n(-c2ccccc2)c(=O)c1C(=O)c1ccccc1	4	-19	-23	4	1	-1.0	13	-9	5
O=C(CSc1cccc[n+]1[O-])Nc1cc2c(cc1Cl)C(=O)c1ccccc1C2=O	4	-16	0	99*[fluorescence artefact?]	26	/	7	41	6
CCOc1ccc(/C=N/n2c(C)nnc2C)cc1OC	11	21	-13	4	3	5.2	21	22	3
CC1(C)CC(=O)C2=C(C1)N(c1ccccc1)C(N)=C(C#N)C2c1ccccc1 (stereo not drawn)	11	35	0	6	0	-0.3	1	-8	2
O=C(/C=C/Sc1ccc(C(F)(F)F)cn1)c1ccccc1	7	-50	-20	1	-2	29	4	18	12
CCCc1nn(CCc2ccccn2)c(N)c1CC	5	14	-1	3	3	3.0	-12	16	-2
CN1C(=O)C2(C(C#N)=C(N)N(c3ccc(Cl)cc3)C3=C2C(=O)CC(C)(C)C3)c2ccccc21 (stereo not drawn)	11	23	-7	-3	6	-0.3	-20	7	3
CC(=O)c1cccc(NS(=O)(=O)c2c(C)n[nH]c2C)c1	15	14	-10	-12[fluorescence artefact?]	1	-0.3	2	-13	5

No new results follow: an excerpt of the list.
SMILES	EP2 antag	EP2 modulator	Tb hexokinase	14-3-3 Bad PPI	eIF4E-4G inh	zVAD death inh	Hck-Nef inh	m-calpain inh	Rad51 HR inh
COc1cccc(COc2ncnc3sccc23)c1	5	5	0	-6	-2	0.0	20	9	4
Cc1[nH]n(-c2ccccc2)c(=O)c1C(=O)c1ccccc1	4	-19	-23	4	1	-1.0	13	-9	5
O=C(CSc1cccc[n+]1[O-])Nc1cc2c(cc1Cl)C(=O)c1ccccc1C2=O	4	-16	0	99*[fluorescence artefact?]	26	/	7	41	6
CCOc1ccc(/C=N/n2c(C)nnc2C)cc1OC	11	21	-13	4	3	5.2	21	22	3

Reformatted as labelled records: 2 of the compounds above.
CCOc1ccc(OCC(=O)Nc2ccc(S(=O)(=O)Nc3cc(C)nc(C)n3)cc2)cc1
  EP2 antag: 17	EP2 modulator: -1	Tb hexokinase: 26	14-3-3 Bad PPI: 0	eIF4E-4G inh: 3	zVAD death inh: 0.0	Hck-Nef inh: 7	m-calpain inh: -38	Rad51 HR inh: -8

Cc1cc2c(c(=O)n1CCN(C)C)C(c1ccc(Cl)cc1)C(C#N)=C(N)O2 (stereo not drawn)
  EP2 antag: 9	EP2 modulator: -5	Tb hexokinase: 6	14-3-3 Bad PPI: -11	eIF4E-4G inh: -1	zVAD death inh: -0.1	Hck-Nef inh: 2	m-calpain inh: 11	Rad51 HR inh: 1

The list goes on.
SMILES	EP2 antag	EP2 modulator	Tb hexokinase	14-3-3 Bad PPI	eIF4E-4G inh	zVAD death inh	Hck-Nef inh	m-calpain inh	Rad51 HR inh
COCCN(C(=O)CC(C)(C)C)c1nnc(-c2cccnc2)s1	4	21	-3	-2	0	-1.3	0	-8	-2
O=C(O)CSCc1ccc(Cl)cc1	8	20	9	6	-4	-0.1	5	-42	3
CC(C)c1onc(C(=O)N2CCOCC2)c1[N+](=O)[O-]	5	5	-7	2	1	0.1	-2	17	/
C#CCNC(=O)C1=C[C@@H](c2ccc(Br)cc2)[C@H](CCCO)[C@@H](OCC)O1	16	1	1	4	-1	0.8	-3	7	-7
O=C(Nc1ccccc1OC(F)F)c1ccccc1	4	25	0	4	1	-0.5	3	-23	9
CCOC(=O)c1cccc(NC(=O)CSc2nnc(C3CCCCC3)n2CC)c1	7&10	35&16	2	13	2	-0.3	0	-11	-12
COc1ccc2c(c1)c(C(O)CN1CCC(Cc3ccccc3)CC1)c(C)n2C (stereo not drawn)	/	-11	7	-6[fluorescence artefact?]	3	0.1	1	3	/
O=C(Nc1ccc(S(=O)(=O)Nc2ncccn2)cc1)c1cccc(S(=O)(=O)N2CCCC2)c1	5	-19	7	1	2	-0.4	20	0	7
O=C(Nc1ccccn1)c1cc2ccccc2o1	22	-8	5	1	-7	-1.2	8	-11	-8
COC(=O)CCC(=O)OC1(C)C(=O)C=C2C=C(C3CC3)N(c3cccc(C#N)c3)C=C2C1=O (stereo not drawn)	16	16	-30	-2	1	-0.2	23	-127	3
COc1ccc(NC(=O)NCCN2CCN(c3cccc(Cl)c3)CC2)cc1	14	-17	-3	7	3	0.9	-5	-32	-1
CN(CC(=O)Nc1ccccc1C(F)(F)F)C(=O)COc1ncnc2ccccc12	4	-7	-3	0	1	-0.4	9	10	-1
Cc1ccc(S(=O)(=O)Nc2nc(-c3ccc(F)cc3)cs2)cc1	7	7	0	8	-2	1.1	20	3	16
